DAX1 inh-1 – DAX1 (NR0B1) inhibitors on StAR promoter, primary screen, cell-based, luminescence, SF-1 (NR5A1), full-length DAX-1 | HEK293T StAR-luciferase reporter, SF-1/DAX-1 repression relief | inhibition, % at 6.8 µM | 370,000 compounds, 1.1% hits | AID 652010, 2013;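 active = inhibition above the mean over all tested compounds plus 3 SD, cut at about 3.6% in these data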;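 also: 0% = DAX-1 cells with DMSO and 100% = cells lacking DAX-1 with DMSO; higher inhibition means more luminescence from relief of DAX-1 repression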
ADAM10 inh – human ADAM10 inhibitors, primary screen, biochemical, QFRET, HTS; AID 720582, 2013; recombinant ADAM10, EDANS/DABCYL FRET peptide cleavage, 3 h; inhibition, % at 7 µM; Disintegrin and metalloproteinase domain-containing protein 10 (Homo sapiens), O14672; 370,000 compounds, 0.62% hits;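 active = inhibition above a per-campaign cutoff equal to the mean of compounds falling between control-based bounds plus 3 SD, cut at about 20% in these data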;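 also: 0% = DMSO wells while the 100% control is not disclosed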
Target sequence (O14672 214-748 limits assumed): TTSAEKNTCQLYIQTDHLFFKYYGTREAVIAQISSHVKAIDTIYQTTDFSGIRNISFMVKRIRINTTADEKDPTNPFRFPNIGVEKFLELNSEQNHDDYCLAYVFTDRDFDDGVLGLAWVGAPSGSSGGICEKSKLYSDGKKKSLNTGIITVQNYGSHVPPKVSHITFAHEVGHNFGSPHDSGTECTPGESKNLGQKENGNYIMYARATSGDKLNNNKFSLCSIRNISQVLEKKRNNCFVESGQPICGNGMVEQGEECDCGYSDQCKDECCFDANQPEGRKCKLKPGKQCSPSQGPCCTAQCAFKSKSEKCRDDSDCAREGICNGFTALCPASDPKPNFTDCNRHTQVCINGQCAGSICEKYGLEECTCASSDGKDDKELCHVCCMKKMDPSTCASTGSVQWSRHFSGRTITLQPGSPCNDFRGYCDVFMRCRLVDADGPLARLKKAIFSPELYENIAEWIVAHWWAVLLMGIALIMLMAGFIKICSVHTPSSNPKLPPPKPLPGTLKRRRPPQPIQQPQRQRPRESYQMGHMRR
NPR2 activator – human GC-B receptor activators, primary screen, HEK293 GC-B cells, cGMP TR-FRET, EC30 CNP; Atrial natriuretic peptide receptor 2 (Homo sapiens), P20594; 0% at EC30 CNP, 100% saturating CNP; activation, % at 10 µM; 370,000 compounds, 0.11% hits;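 active = activation at 10 µM reaching about 35% in either raw or pattern-adjusted values, limit read from the data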
sPLA2-III inh – human group III sPLA2 inhibitors, primary screen, biochemical, QFRET, BODIPY PC-A2 liposome substrate; 370,000 compounds, 0.56% hits; AID 743126, 2013; Group 3 secretory phospholipase A2 (Homo sapiens), Q9NZ20; inhibition, % at 12.2 µM; QFRET BODIPY PC-A2 liposome hydrolysis, fluorescence;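 active = inhibition above mean plus 3 SD of compounds lying within the high and low control bounds, cut at about 19% in these data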;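 also: 0% = median of test compound wells and 100% = no enzyme DMSO wells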
ssDAF12 agonist – S. stercoralis DAF-12 nuclear receptor activators, primary screen, cell-based, luminescence, HEK293, GRIP1 co-expression, lit1-tk-luc. AID 652126, 2013. HEK293 ssDAF-12/GRIP1 lit1-tk-luc reporter; % of 3 µM dafachronic acid response. 370,000 compounds, 1% hits. Nuclear hormone receptor DAF-12 (Strongyloides stercoralis). activation, % at 6.8 µM;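 active = activation above the mean over all tested compounds plus 3 SD, cut at about 0.9% in these data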;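 also: 0% = DMSO-only wells and 100% = 3 µM delta7-dafachronic acid wells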
FXN GAA850 act – FXN promoter activators, primary screen, cell-based, luciferase luminescence, HEK293 lucGAA850; activation, % at 6 µM; AID 540364, 2011; HEK293 lucGAA850 FXN promoter luciferase reporter, 24 h; percent of 10 µM SAHA response; 360,000 compounds, 0.56% hits;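 active = activation above the average of all compounds screened plus 3 SD, cutoff fixed separately per campaign, cut at about 7.5% in these data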;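 also: 0% = DMSO wells and 100% = 10 µM SAHA wells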
hgDAF-12 ag – H. glycines DAF-12 receptor agonists, primary screen, cell-based, luminescence, HEK293, GAL4 fusion, UAS-luciferase; Nuclear hormone receptor DAF-12 (Heterodera glycines), GAL4 fusion; HEK293 GAL4-hgDAF12 UAS-luciferase reporter, agonist luminescence; normalized to butyrate control; activation, % at 6.8 µM; 370,000 compounds, 1.8% hits;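 active = activation above a cutoff set at the mean of all screened compounds plus 3 SD, cut at about 10% in these data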;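 also: 0% = DMSO wells and 100% = sodium butyrate wells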
SMARCA2 activ – SMARCA2 (BRM) function activators, primary screen, cell-based, luminescence, high throughput | MG213 cells, MMTV-luciferase reporter, dexamethasone, overnight | activation, % at 9.1 µM | 370,000 compounds, 1% hits; in the data active = activation above about 7.8%;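 also: 0% = vehicle wells and 100% = reference activator wells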
DAX1 inh-2 – DAX1 (NR0B1) inhibitors, primary screen, cell-based, HEK293, Gal4-DAX1, luciferase luminescence. AID 504766, 2011. HEK293 Gal4-DAX1 luciferase reporter. inhibition, % at 6.75 µM. 340,000 compounds, 0.99% hits. Nuclear receptor subfamily 0 group B member 1 (Homo sapiens), P51843;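 active = inhibition above the mean over all tested compounds plus 3 SD, cut at about 4.2% in these data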;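 also: 0% = DAX1-transfected cells with DMSO and 100% = empty-vector control cells with DMSO; inhibition shows as a rise in luminescence from relieved DAX1 repression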
Target sequence (P51843 207-470 limits assumed): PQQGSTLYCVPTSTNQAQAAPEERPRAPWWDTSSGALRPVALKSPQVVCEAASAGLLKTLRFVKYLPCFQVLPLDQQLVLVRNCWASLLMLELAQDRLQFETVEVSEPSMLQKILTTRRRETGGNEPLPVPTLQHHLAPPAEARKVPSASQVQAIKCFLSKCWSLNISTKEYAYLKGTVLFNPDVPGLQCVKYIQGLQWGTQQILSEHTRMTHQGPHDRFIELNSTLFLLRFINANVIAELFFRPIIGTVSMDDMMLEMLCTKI
hcDAF12 agonist – H. contortus DAF-12 nuclear receptor activators, primary screen, cell-based, luminescence, HEK293, lit1-tk-luc reporter | HEK293 hcDAF-12 lit1-tk-luc reporter; 0% DMSO, 100% Δ7-dafachronic acid | activation, % at 6.8 µM | 370,000 compounds, 1.4% hits | AID 652067, 2013;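 active = activation above the mean of all tested compounds plus 3 SD, cut at about 5.5% in these data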;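 also: 100% = response to 3 µM Δ7-dafachronic acid high control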
GC-A act – GC-A stimulated cGMP production enhancers – HEK293 GC-A cells, cGMP TR-FRET, EC30 ANP, primary screen; Atrial natriuretic peptide receptor 1 (Homo sapiens), P16066; 0% at EC30 ANP, 100% saturating ANP; activation, % at 10 µM; 370,000 compounds, 0.14% hits; in the data active = activation above about 40%
Active calls of the source: *; i = inactive; . = not tested or not shown.

SMILES	DAX1 inh-1	ADAM10 inh	NPR2 activator	sPLA2-III inh	ssDAF12 agonist	FXN GAA850 act	hgDAF-12 ag	SMARCA2 activ	DAX1 inh-2	hcDAF12 agonist	GC-A act
COC(=O)C(NS(=O)(=O)c1cccc(S(=O)(=O)NC(C(=O)OC)c2ccccc2)c1)c1ccccc1 (stereo unspecified)	0.6	11	6	-26	-1.0	-0.2	-0.7	0	1.1	-1.0	2
COc1ccc(CCNC(=O)CN2C(=O)c3ccccc3C2=O)cc1	0.2	4	1	5	-1.2	2.0	-0.1	-4	-0.2	-1.0	4
CCOC(=O)c1ccccc1NC1CC(=O)N(c2ccccc2C)C1=O (stereo unspecified)	-0.4	i	5	-14	-0.7	-1.4	3.5	4	0.0	-0.5	1
O=C(O)c1cccc(NC(=S)NC(NC(=O)c2cccc([N+](=O)[O-])c2)C(Cl)(Cl)Cl)c1 (stereo unspecified)	0.7	5	7	-36	-1.1	1.8	3.8	-4	-1.3	1.3	2
O=C(c1ccc(OC2CCN(Cc3ccccc3C(F)(F)F)CC2)cc1)N1CCCCC1	-2.1	6	6	-10	-0.9	-0.6	-2.5	-3	-1.2	-2.8	-3
CCCCCNC(=O)C(c1ccc(-c2ccccc2)cc1)n1c(=O)c(-c2cc3ccccc3[nH]2)nc2ccccc21 (stereo unspecified)	1.7	-51	6	3	1.2*	.	6.0	-2	.	6.0*	6
CCC(CC)C(=O)c1c[nH]c(C(=O)NCC2CCCO2)c1 (stereo unspecified)	-0.5	-1	-1	5	-1.5	0.5	1.6	0	0.4	0.7	-1
O=C(Nc1ccnn1C1CCN(C/C=C/c2ccccc2)CC1)c1ccccc1Cl	0.6	9	-3	-20	-1.1	-2.7	-0.8	-1	0.3	0.4	-1
CC(C)(C)NC(=O)Nc1ccc(F)c(Cl)c1	-0.6	9	2	0	-1.4	-0.1	-0.3	-1	-0.2	-1.4	-3
COc1ccc(-c2nc(CS(=O)CC(=O)NC3CCCCC3C)c(C)o2)cc1OC (stereo unspecified)	-0.3	4	-4	6	-1.2	-0.3	0.5	-3	-0.1	-0.7	-3
Cc1noc(C)c1CSc1nnc2scc(-c3ccccc3)n12	-0.2	-4	5	4	-1.4	1.9	0.8	-3	2.9	-1.4	-8
CN(C)C(CNC(=O)Cc1ccc([N+](=O)[O-])cc1)c1ccccc1 (stereo unspecified)	-0.3	-4	0	-3	-1.7	-0.2	-0.7	3	1.4	-2.3	4

Entries listed above shown as hits in hcDAF12 agonist:
SMILES,DAX1 inh-1,ADAM10 inh,NPR2 activator,sPLA2-III inh,ssDAF12 agonist,FXN GAA850 act,SMARCA2 activ,DAX1 inh-2,hcDAF12 agonist,GC-A act
CCCCCNC(=O)C(c1ccc(-c2ccccc2)cc1)n1c(=O)c(-c2cc3ccccc3[nH]2)nc2ccccc21 (stereo unspecified),1.7,-51,6,3,1.2*,.,-2,.,6.0*,6

Taken from above.
CCC(CC)C(=O)c1c[nH]c(C(=O)NCC2CCCO2)c1 (stereo unspecified) – SMARCA2 activ = 0
O=C(Nc1ccnn1C1CCN(C/C=C/c2ccccc2)CC1)c1ccccc1Cl – FXN GAA850 act = -2.7

Carrying on:
SMILES	DAX1 inh-1	ADAM10 inh	NPR2 activator	sPLA2-III inh	ssDAF12 agonist	FXN GAA850 act	hgDAF-12 ag	SMARCA2 activ	DAX1 inh-2	hcDAF12 agonist	GC-A act
NC(=O)c1c(NC(=O)Cn2nc(C(=O)O)c3ccccc3c2=O)sc2c1CCC2	-0.2	0	5	0	-1.6	-0.9	5.9	0	0.2	0.0	1
Fc1ccc(/C=N/NC2=Nc3cccc4cccc2c34)cc1	5.2*	-1	-2	-8	2.2*	4.7	22*	4	3.3	15*	-8
O=C(CNS(=O)(=O)c1ccc(F)cc1)N1CCN(c2ccccc2)CC1	-0.5	0	-5	-11	-1.2	-0.2	-0.8	6	0.1	-1.3	-4
CCOc1ccc(-n2c(SCC(=O)NCc3ccco3)nc3c([nH]c4ccccc43)c2=O)cc1	-1.2	-41	0	-2	-1.8	1.3	-3.4	-2	-1.4	-0.6	12
Cc1ccccc1NC(=O)c1c2c(nc3ccccc13)CCC2	-0.1	4	-1	-2	-1.4	0.9	0.3	4	0.1	-1.6	-4
CCOC(=O)Nc1ccc2c(c1)[C@@]1(CC(=O)N(CC(C)C)C1c1ccccc1)C(=O)N2C (stereo partly specified)	1.2	-7	-1	-2	-1.0	.	0.9	-2	.	-1.4	0
N#Cc1cccc(S(=O)(=O)N2CCN(c3ccnc4cc(Cl)ccc34)CC2)c1	-4.1	0	-10	-23	-1.7	0.7	-0.2	-1	-1.4	-2.1	-8
CCOC(=O)C1(Cc2ccccc2)CCCN(C(=O)c2ccc(-n3ccnc3)cc2)C1 (stereo unspecified)	2.8	10	1	6	-0.7	3.5	0.8	4	-0.2	-1.8	-2
Cc1csc(NC(=O)CSc2nnc(CCNC(=O)c3cccs3)n2C)n1	-0.9	-2	10	-1	-1.2	0.9	0.8	0	3.2	-0.8	1
CC(=O)Nc1ccc(C(=O)N2CC(=O)NC(=O)C2)cc1	0.2	2	-5	3	-1.1	0.6	3.3	-3	0.6	-0.1	2
COC(=O)c1ccccc1NC(=O)CN1CCC(NC(=O)c2ccc(C)cc2)CC1	-0.3	0	6	-3	-1.0	1.1	0.5	-2	-1.0	-0.5	4
CCOc1ccc(N2CC(C(=O)Nc3cc(C)on3)CC2=O)cc1 (stereo unspecified)	0.3	3	-3	1	-1.4	1.4	3.5	7	1.1	-0.9	0
COc1ccc(CCN(C)CC(O)c2ccccc2)cc1OC (stereo unspecified)	0.0	0	-1	1	-2.0	2.0	-2.8	-1	0.2	-2.3	-7
COc1ccccc1NC(=S)NC(C)=O	0.0	-1	-1	2	-1.1	0.7	-1.4	-1	0.1	-0.4	4
CCOC(=O)Cc1csc(NC(=O)Nc2ccc(C)cc2)n1	0.0	-2	3	-7	-1.1	2.3	2.0	3	-0.6	0.5	0
COc1c(C)cccc1C(=O)Nc1ccc(OCC(=O)N2CCOCC2)cc1C	-0.8	-4	-2	10	-0.7	1.8	-2.3	-2	0.2	-2.7	1
CC1=Nc2cc(C(=O)N3CCCC3)ccc2Sc2c(C)ccc(C)c21	-6.2	-13	-1	-5	-1.5	-4.9	-8.8	-4	-0.8	-3.3	-4
O=C(O)CCCn1cc(NC(=O)COc2ccccc2F)cn1	0.0	5	4	0	-1.2	-1.8	-0.5	-1	0.9	-0.6	-2
Cc1ccc(-c2c[n+](CC(=O)N3c4ccccc4Sc4ccccc43)c3n2CCC3)cc1	-1.2	-10	0	-24	-1.0	0.5	-4.0	-3	-0.3	-1.5	3
CC(=O)N1N=C(c2ccc(C)o2)CC1c1ccc(Br)cc1 (stereo unspecified)	1.9	-7	2	2	-0.9	4.0	8.6	6	2.5	1.9	-1
Cc1cc(=O)n2nc(N3CCCC(C(=O)NCc4ccc(F)cc4)C3)sc2n1 (stereo unspecified)	0.6	-1	3	0	-0.6	1.1	-1.6	2	-0.5	-0.6	1
COc1ccc(C(C)=O)cc1CSc1nc2nc(C)cc(C)n2n1	0.4	-1	-1	3	-1.2	1.0	-3.7	3	-0.4	-1.7	1
O=C1N(Cc2ccccc2)c2ccccc2OC1(F)F	0.0	-10	-3	5	-1.1	0.6	-3.2	0	.	-1.1	-3
O=C(NCc1ccccc1CN1CCCC1)c1cc2ccccc2o1	2.0	-11	1	6	-1.1	1.2	1.4	-1	-0.7	2.2	-2
CCOC(=O)c1c(C)[nH]c(C(=O)COC(=O)c2ccc(N3CCCC3=O)cc2)c1C	-0.6	-14	7	9	-1.7	-0.9	2.3	2	-1.4	-1.7	0
COc1cc2ccc(=O)oc2c(O)c1OCC=C(C)C	0.7	-134	-3	2	-0.1	4.0	3.6	1	3.1	2.3	1
CNCC[C@@H](Oc1ccccc1C)c1ccccc1	0.6	-6	-10	-6	-1.1	0.9	-0.5	-5	0.8	-2.8	-15
COc1cc(C(=O)Nc2ccc3c(c2)Cc2cc(NC(=O)c4cc(OC)c(OC)c(OC)c4)ccc2-3)cc(OC)c1OC	-0.5	-7	6	8	-0.9	0.7	1.0	-1	-0.4	-2.1	5
O=C(NCc1cccnc1)c1ccc(NS(=O)(=O)c2ccc(F)cc2)cc1	-1.6	-7	-7	6	-1.1	2.9	-4.2	-3	0.4	-0.8	0
COc1cccc(N(C(=O)C2CSC(=O)C2)C(C(=O)NC(C)(C)C)c2ccncc2)c1 (stereo unspecified)	0.1	1	-8	-4	-1.4	1.7	-0.7	-2	1.6	-1.4	-22
O=C(Nc1cccc(F)c1)c1cc(S(=O)(=O)NCCC2=CCCCC2)ccc1F	-2.5	24*	1	-24	-2.5	-1.1	-7.4	-7	-1.9	-4.8	-7
COc1ccc(C)cc1NC(=O)CN(C)S(=O)(=O)c1cccs1	-0.6	-1	4	-3	-1.1	0.8	-0.2	0	-0.4	-0.6	-2
N#Cc1ccc(NC(=O)N2CCC(c3nc4c(nnn4Cc4cccc(Cl)c4)c(=O)[nH]3)CC2)cc1	-0.8	4	1	-44	-2.5	-1.1	-0.6	-2	-0.8	-1.1	2
CC1CCN(C(=O)Cn2nnc(-c3ccc(C(C)C)cc3)n2)CC1	0.3	9	-6	-7	-0.8	0.7	-1.6	-2	-1.1	-0.1	-8
C[n+]1ccn(CC(=O)c2ccc(Cl)cc2)c1	-0.2	-4	0	-1	-1.6	1.3	-0.2	1	-1.0	-1.5	3

Ordered by length of the SMILES (descending): part of the list above.
SMILES	DAX1 inh-1	ADAM10 inh	NPR2 activator	sPLA2-III inh	ssDAF12 agonist	FXN GAA850 act	hgDAF-12 ag	SMARCA2 activ	DAX1 inh-2	hcDAF12 agonist	GC-A act
CCOC(=O)c1c(C)[nH]c(C(=O)COC(=O)c2ccc(N3CCCC3=O)cc2)c1C	-0.6	-14	7	9	-1.7	-0.9	2.3	2	-1.4	-1.7	0
COc1ccc(C)cc1NC(=O)CN(C)S(=O)(=O)c1cccs1	-0.6	-1	4	-3	-1.1	0.8	-0.2	0	-0.4	-0.6	-2
C[n+]1ccn(CC(=O)c2ccc(Cl)cc2)c1	-0.2	-4	0	-1	-1.6	1.3	-0.2	1	-1.0	-1.5	3
CNCC[C@@H](Oc1ccccc1C)c1ccccc1	0.6	-6	-10	-6	-1.1	0.9	-0.5	-5	0.8	-2.8	-15
